Source: PubChem (National Center for Advancing Translational Sciences (NCATS))
Pf growth 48h – P. falciparum growth inhibition at 48 hours (one generation); hit rate 5.9% among 310,000; Potency, µM (highest dose often 28.7 µM), inactives show at the highest dose activity change, negative = inhibition, actives largely listed as inhibitors; P. falciparum luciferase growth in erythrocytes, 48 h; further: potency means the concentration at half of the fitted maximal effect; on the % scale 0 is the no-effect control and ±100 the full control effect
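Luciferase-expressing P. falciparum in infected erythrocytes (2% hematocrit, 0.1% parasitemia final) in RPMI 1640/0.5% Albumax were exposed to compound for 48 hours at 37 C, 5% CO2; growth read as luminescence.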
AmpC no deterg – blocks E. coli AmpC beta-lactamase in detergent-free assay. P00811. AmpC nitrocefin hydrolysis, absorbance 480 nm, 0.0001% Triton. Potency, µM (series often up to 57.1 µM), for the others: at the highest dose activity change, negative = inhibition, most hits filed as inhibitors. hit rate 0.52% among 330,000;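 further: potency means the concentration at half of the fitted maximal effect; plate controls were no compound for no effect and no enzyme for full effect; nearly all actives have a fitted effect of over 20% in size; some results filed as inactive show a strong effect at the top dose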
Target sequence (P00811 whole entry, looked up): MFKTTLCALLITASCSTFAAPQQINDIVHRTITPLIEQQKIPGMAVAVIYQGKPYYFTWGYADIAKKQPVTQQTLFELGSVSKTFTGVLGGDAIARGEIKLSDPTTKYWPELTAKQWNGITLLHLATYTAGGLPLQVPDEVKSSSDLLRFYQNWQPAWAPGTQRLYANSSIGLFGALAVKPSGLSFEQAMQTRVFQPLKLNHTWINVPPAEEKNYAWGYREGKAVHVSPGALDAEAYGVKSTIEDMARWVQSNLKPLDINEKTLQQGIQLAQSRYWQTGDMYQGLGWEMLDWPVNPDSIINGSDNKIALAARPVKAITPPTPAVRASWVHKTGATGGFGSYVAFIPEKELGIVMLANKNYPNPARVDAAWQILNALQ
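20 mM phosphate pH 7.0 + 0.01% (detergent screen) or 0.0001% Triton X-100; 5.3 nM AmpC reagent; cpd preinc 15 min RT; nitrocefin (800 uM stock) to start; A480 q20 s × 4 min; Activity was normalised to no-enzyme and no-compound control wells.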
Cycloheximide cs – counter-screen hit for Shiga toxin inhibitors, cycloheximide; cell reporter, cycloheximide protein synthesis inhibition counterscreen; max response, %; hit rate 12% among 300,000; in the data active means max response mostly above about 13%, no sharp cut-off; inactive means mostly below about 14%; further: read at 38.3 µM for the half of the compounds with a filed dose; 0% is about no effect
Tb PYK inh – inhibitors of Trypanosoma brucei pyruvate kinase; Potency, µM (series often up to 76.8 µM), without a hit: at the highest dose activity, negative = inhibition, hits mostly inhibitors; Q57TT1; TbPYK enzyme, Kinase-Glo Plus ATP luminescence, 45 min; hit rate 0.12% among 410,000; further: potency means the concentration at half of the fitted maximal effect; on the % scale 0 is the no-effect control and ±100 the full control effect; nearly all actives have a fitted effect of over 50% in size
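In this concentration-response screen, enzyme-free wells defined baseline while DMSO plates tracked drift. Each reaction combined TbPYK, substrate, compound and 130 uM ADP for 45 min at room temperature. Kinase-Glo Plus luminescence gave the signal.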
Shiga inhibitor – inhibitors of Shiga toxin in Vero cells | hit rate 9.2% among 290,000 | inhibition, % at 38.7 µM | Vero cells, Shiga toxin protein synthesis inhibition reporter; in the data active means inhibition mostly above about 28%, no sharp cut-off; inactive means mostly below about 43%; further: 0% is about no effect
LmPK inh – blocks Leishmania mexicana pyruvate kinase activity; Q27686; purified LmPK, Kinase-Glo ATP luminescence, 1 h; Potency, µM (highest dose often 57.5 µM), for the others: top-dose activity change, negative = inhibition, actives largely listed as inhibitors; hit rate 0.37% among 290,000; AID 1721; further: potency means the concentration at half of the fitted maximal effect; on the % scale 0 is the no-effect control and ±100 the full control effect
Target sequence (Q27686 whole entry, looked up): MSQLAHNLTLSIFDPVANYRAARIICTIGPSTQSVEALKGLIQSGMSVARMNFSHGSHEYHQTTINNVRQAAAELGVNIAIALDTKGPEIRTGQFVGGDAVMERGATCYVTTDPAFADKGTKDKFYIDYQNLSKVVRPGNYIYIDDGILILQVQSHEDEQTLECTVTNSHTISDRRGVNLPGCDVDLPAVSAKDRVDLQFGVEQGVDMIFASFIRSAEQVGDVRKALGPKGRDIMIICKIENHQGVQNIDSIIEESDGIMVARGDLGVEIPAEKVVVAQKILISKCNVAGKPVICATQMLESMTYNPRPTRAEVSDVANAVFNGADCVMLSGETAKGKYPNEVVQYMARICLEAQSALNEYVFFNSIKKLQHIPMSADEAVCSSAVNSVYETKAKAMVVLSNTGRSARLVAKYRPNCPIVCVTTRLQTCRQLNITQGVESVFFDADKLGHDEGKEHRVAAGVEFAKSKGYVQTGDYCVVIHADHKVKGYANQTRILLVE
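Kinase-Glo luminescence read after 1 h RT reaction of 0.1 nM LmPK with 0.5 mM PEP and 0.1 mM ADP. Activity scaled between uninhibited and enzyme-free controls.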
Pf growth 96h – P. falciparum growth inhibition at 96 hours; P. falciparum luciferase reporter growth, 96 h; Potency, µM (top dose mostly 28.7 µM), for inactives: top-dose activity change, negative = inhibition, usual class: inhibitors; hit rate 6.9% among 320,000; further: potency means the concentration at half of the fitted maximal effect; on the % scale 0 is the no-effect control and ±100 the full control effect
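Luminescence readout: decreased luciferase signal marks inhibited growth of reporter-expressing P. falciparum in infected red cells (2% hematocrit, 0.05% parasitemia final), exposed to compound two generations (96 h, 37 C, 5% CO2).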
The depositor's hits bear a star; i = inactive; u = inconclusive; x = not tested or not shown; & = joins results of further samples; [ ] = another dose, or the depositor's remark. Unless noted, the call rests on the fitted dose curve; in most records, active means well fitted curve in the direction sought with a large enough effect; inconclusive means small, poorly fitted or top-dose-only effect, or another doubt; inactive means no such curve, though single readings can be large; an effect the other way counts as inactive or inconclusive.

| Compound | LmPK inh | Tb PYK inh | Pf growth 96h | Pf growth 48h | Shiga inhibitor | Cycloheximide cs | AmpC no deterg |
| --- | --- | --- | --- | --- | --- | --- | --- |
| O=C(NC(=S)Nc1ccccc1[N+](=O)[O-])c1cncc(Br)c1 | 1.3% | 0.2% | 2.62µM* | 7.5% | 38.2 | -1.6 | -27.5% |
| NS(=O)(=O)c1ccc(CNC(=O)C(c2ccccc2)c2ccccc2)cc1 | -4.3% | -2.1% | 15.8% | 6.8% | 12.6 | -1.1 | -15.5% |
| COc1ccccc1C(=O)NN1C(=O)/C(=C/c2cccn2C)SC1=S | 0.1% | x | 31.2%[activator] | 9.0% | -0.9 | 6.3 | -1.7% |
| O=C(O)c1cc(S(=O)(=O)Nc2ccc3cn[nH]c3c2)ccc1O | x | 1.0% | -7.1% | 0.0% | x | x | -7.9% |
| O=[N+]([O-])c1ccccc1/C=N/Nc1nc(N2CCCC2)nc(N2CCCC2)n1 | -4.3% | 1.8% | u | 7.0% | -12.6 | 7.6 | -8.0% |
| COc1ccc(-c2cc(=O)oc3cc(OCC(=O)NCc4ccccn4)ccc23)cc1 | 5.9% | -4.0% | u | -6.5% | -3.1 | -2.5 | -21.2% |
| CCN1C(=O)[C@@H]2[C@@H](c3ccc(-c4ccc(C(C)=O)cc4)c(OC)c3)N3CCC[C@@]3(C(=O)OC)[C@@H]2C1=O | x | 0.0% | 6.57µM* | 10.4µM* | x | x | 154.6%[activator] |
| CN(C)c1ccc(S(=O)(=O)N2CCCCC2)cc1NC(=O)C1=COCCO1 | -2.5% | -0.8% | u | -14.4% | -5.4 | -1.8 | 2.7% |
| Cc1cc(C)cc(OCC(=O)Nc2ccc3c(c2)OCO3)c1 | -2.6% | -17.9% | u | 22.5% | 15.9 | 16.1 | -13.6% |
| CC(C)c1c(O)c2c(n(-c3ccccc3)c1=O)CCCC2 | 1.3% | 2.5% | 4.3% | -6.0% | -8.2 | -4.1 | -19.1% |
| Cc1ccc(C(=O)N/C(=C/c2ccco2)C(=O)NCCc2c[nH]c3ccccc23)cc1C | 0.1% | 3.4% | 9.2% | u | 31.0 | 15.8* | -47.0% |
| CC(=O)c1cccc(NC(=S)N2CCC(Cc3ccccc3)CC2)c1 | -1.4% | -0.5% | 23.3% | u | 27.7 | -3.5 | -15.0%[2.29 µM] |
| COc1cc2[nH]c(=S)n(CC3CCCO3)c(=O)c2cc1OC (centres undefined) | -7.0% | -18.3% | -2.2% | 1.8% | -6.8 | -3.6 | -21.8% |
| Cc1ccccc1N(C)C(=O)c1coc(=O)c2ccccc12 | 7.1% | 0.6% | -2.9% | u | 35.2 | -1.1 | -1.0% |
| O=C(CSc1nnc(-c2ccc(S(=O)(=O)N3CCOCC3)cc2)o1)c1ccccc1F | 2.5% | 5.0% | x | u | -25.2 | -2.4 | -12.4% |
| CCOc1ccc(NC(=O)COC(=O)CC2CCCCC2)cc1 | x | 1.7% | -2.3% | 1.6% | x | x | -16.2% |
| Cc1cccc(Nc2nc(-c3ccc(O)cc3O)cs2)n1 | -4.2% | -7.7% | 34.8% | 105.8%[activator] | 109.3* | 38.2* | -9.5% |
| CN1CCN(C(=O)C2CCCN(S(=O)(=O)c3ccc(F)cc3)C2)CC1 (centres undefined) | -0.8% | 0.9% | u | u | 3.3 | -0.8 | -14.1% |
| COc1cccc(CC(=O)Nc2nc(-c3cc(OC)ccc3OC)cs2)c1 | 2.2% | -4.1% | -18.5% | 0.0% | 23.5 | -6.0 | -37.4% |
| CC(C)C(NC(=O)C(CC(=O)O)NC(=O)C(CCCCN)NC(=O)C(N)CCCN=C(N)N)C(=O)NC(Cc1ccc(O)cc1)C(=O)O (centres undefined) | x | -2.1% | 1.51µM* | -1.1% | x | x | x |
| O=C(NCc1ccccc1)c1ccc(NS(=O)(=O)c2cccs2)cc1 | x | 0.6% | 21.6% | 1.4% | x | x | -26.3% |
| O=C1CN(C(=O)COC(=O)c2cccc(Br)c2)c2ccccc2N1 | x | 3.1% | 23.2% | u | x | x | -33.4% |
| O=C(CSc1cccc2cccnc12)N/N=C/c1ccncc1 | 4.5% | -4.7% | 4.1% | -25.0% | -26.6 | -5.3 | -27.0% |
| COc1ccc(CN2CC(=O)N(c3cc(Cl)ccc3OC)C2=S)cc1OC | 9.7% | -4.9% | -4.4% | 9.28µM* | -8.3 | -3.9 | 67.8%[activator] |
| O=C(Nc1ccc(S(=O)(=O)N2CCOCC2)cc1)C1CC1 | 0.2% | -7.0% | 4.65µM* | 32.3%[activator] | -7.0 | 1.2 | -18.5% |
| Cc1nn(Cc2ccccc2Cl)c(C)c1N | 0.7% | -8.7% | u | 8.1% | 3.1 | -4.3 | -9.5% |
| CCCCCCCCNc1nc(Cl)nc(NCc2ccco2)n1 | 4.0% | -1.1% | 18.3% | -19.6% | -6.2 | -2.3 | -3.9% |
| CCCn1c(N)c(C(=O)CSc2nnc(-c3ccoc3C)n2C)c(=O)n(C)c1=O | x | 1.5% | u | u | x | x | -11.5% |
| COc1ccc(NC(=O)C/C(C)=N/NC(=O)C(=O)NC(C)C)c(OC)c1 | -0.9% | 0.5% | 0.8% | 6.5% | -1.3 | 4.1 | 19.9% |
| CCCCN(C/C=C/c1ccccc1OC)Cc1ccccc1 | 0.4% | 9.6% | 8.28µM* | u | 23.9 | 4.7 | 4.3% |
| COC(=O)CSc1nc(N)c(C#N)c(CC(C)C)c1C#N | 4.7% | -10.7% | u | 12.2% | -11.0 | -2.8 | -0.2% |
| CCNC(=O)C(Sc1ccccc1)c1ccccc1 (centres undefined) | 5.8% | 3.8% | -19.6% | u | -4.9 | -2.2 | -14.7% |
| CCOC(=O)Cn1nnc(-c2ccccc2)n1 | 3.8% | -6.1% | u | -14.5% | 11.0 | -2.9 | -5.2% |
| CCN(CC(=O)Nc1c(F)cccc1F)C(=O)CCN1C(=O)c2cccc([N+](=O)[O-])c2C1=O | x | 2.8% | 28.5% | -9.4% | x | x | -2.6% |
| CCc1ccc(N2CC(C(=O)Nc3ccc(S(=O)(=O)NCC4CCCO4)cc3)CC2=O)cc1 (centres undefined) | -2.4% | -0.6% | 15.2% | 3.6% | -6.8 | -4.9 | 51.1% |
| Cc1cccc(CNc2ncnc3ccc(-c4cccnc4)cc23)c1 | x | -0.1% | 6.57µM* | 11.7µM* | x | x | -29.7%&-12.1% |
| Cc1cccc(NC2=NC(=S)N(c3ccc(C(=O)O)cc3)C23CCCCC3)c1 | -0.3% | 4.0% | -18.0% | -7.2% | -7.8 | -2.3 | 1.3% |
| Cc1ccc(SCC(=O)Nc2ccc(S(=O)(=O)Nc3ncccn3)cc2)cc1 | 10.2% | -9.0% | 56.4%[activator] | 52.8%[activator] | -1.9 | 2.7 | -23.3% |
| COc1ccc(COC(=O)N/C=C/c2ccco2)cc1 | -2.2% | -5.5% | 42.9%[activator][5.75 µM] | 7.6% | 20.4 | -1.8 | -34.8% |
| CCOC(=O)CN(C(=O)CSc1nnc(-c2cccc(OC)c2)o1)c1ccc(F)cc1 | -2.8% | 9.0% | u | u | 31.7 | 14.7* | 79.5%[activator] |
| CC1Cc2cc(/C(O)=C3/C(=O)C(=O)N(CCCn4ccnc4)C3c3cccnc3)ccc2O1 (centres undefined) | -4.3% | 4.1% | 1.4% | -6.5% | -20.5 | 8.5 | 0.3% |
| COc1c(C)cc(C(=O)C2CCCN(C(=O)c3cccc(-n4cccn4)c3)C2)cc1C (centres undefined) | 0.8% | 2.0% | i | 3.9% | 18.5 | 12.6* | 59.9% |
| Cc1ccc(C(=O)c2c3ccc(C(F)(F)F)cc3[n+]([O-])n2CCCC(N)=O)cc1 | x | -7.1% | 1.1% | u | x | x | -0.4% |
| CSc1ccc(-c2nnn(CC(=O)NCc3ccccc3)n2)cc1 | 2.7% | -3.4% | x | 19.5% | 10.6 | 11.0* | -13.8% |
| Cc1ccc(NC(=O)CSc2nc(NS(=O)(=O)c3ccc(C)cc3)cc(=O)[nH]2)cc1 | 4.2% | -13.5% | x | 5.22µM* | -6.9 | -2.1 | -13.8% |
| Cc1cc(C)n(Cc2nc3ccccc3n2C)n1 | 0.0% | 7.0% | -0.5% | 0.0% | 11.3 | -1.6 | -20.0% |
| CCCCN1C(=S)NC[C@@H]1c1ccccc1 | 5.5% | 2.1% | -20.2% | u | -7.2 | -2.7 | -11.4% |
| CC(C)CN(CC(C)C)S(=O)(=O)N1CCC(C(=O)NCCc2ccc(Cl)cc2)CC1 | -0.2% | -13.7% | x | u | 24.1 | 0.4 | 44.7% |
| CCCCCn1c(=O)[nH]c2cc(C(=O)NCc3ccccn3)ccc2c1=O | -4.0% | 6.8% | -10.3% | u | -0.6 | 6.5 | -12.9% |
| CC(C)CNc1cc(Cl)c(S(=O)(=O)NCC(C)C)cc1C(=O)O | -4.1% | 2.2% | x | 6.6% | 21.9 | 6.5 | -22.5% |
| Cc1cc(Cl)c(S(=O)(=O)NCc2ccncc2)cc1OCC(N)=O | 4.4% | -1.1% | u | 11.8% | -9.8 | -1.7 | -7.2% |
| C[C@]12CCC3C(CCC4=C/C(=N/OCC(=O)NC(CCC(N)=O)C(=O)O)CC[C@@]43C)C1CCC2O (some centres undefined) | 0.5% | 3.3% | 37.7%[activator] | 51.7%[activator] | 16.8 | 7.1 | -2.6% |
| Cc1ccc(S(=O)(=O)N(C)CCCC(=O)N2CCN(C=O)CC2)cc1 | 4.1% | -5.6% | -2.2% | -4.7% | 4.4 | -0.7 | 49.2% |
| CN(CC(=O)NCC(=O)Nc1ccc(F)cc1)C1CCS(=O)(=O)C1 (centres undefined) | x | 0.0% | 18.1% | 5.8% | x | x | -13.6% |
| Cc1onc(-c2c(Cl)cccc2Cl)c1C(=O)N1CCN(c2ncccn2)CC1 | -0.1% | 2.7% | -21.7% | u | -19.0 | 2.5 | 67.1%[activator] |
| COC(=O)C(c1ccccc1)C(C(=O)OC)c1ccccc1 (centres undefined) | 2.3% | 0.0% | -0.4% | 25.0% | -5.2 | -0.9 | -7.1% |
| CCC(=O)NC(=S)Nc1cccc(NC(=O)c2ccc(Cl)cc2Cl)c1 | 0.8% | -5.2% | 57.4%[activator] | -4.9% | -24.2 | 1.9 | -21.1% |

Compound profiles, from the list above:
Cc1onc(-c2c(Cl)cccc2Cl)c1C(=O)N1CCN(c2ncccn2)CC1 as listed: LmPK inh: -0.1%; Tb PYK inh: 2.7%; Pf growth 96h: -21.7%; Pf growth 48h: u; Shiga inhibitor: -19.0; Cycloheximide cs: 2.5; AmpC no deterg: 67.1%[activator]
CSc1ccc(-c2nnn(CC(=O)NCc3ccccc3)n2)cc1 as listed: LmPK inh: 2.7%; Tb PYK inh: -3.4%; Pf growth 96h: x; Pf growth 48h: 19.5%; Shiga inhibitor: 10.6; Cycloheximide cs: 11.0*; AmpC no deterg: -13.8%

No enrichment for hits, and some 22% of all compounds hit somewhere here.
